# Bioassay records as filed in PubChem BioAssay.
# OXTR potentiator = potentiators of human oxytocin receptor. 320,000 tested, 0.061% active. activation, % at 3 µM. P30559. AID 2445. CHO-OTR cells, Fluo-8 calcium fluorescence, potentiator mode; 0% = oxytocin EC15, 100% = EC100;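 active means activation above that plate's cutoff, the mean activation of tested compounds plus 3 SD, cut at about 6.6% in these data, passing the limit was not always enough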;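 further: 100% uses oxytocin at 75 nM as the full agonist control; some results filed as inactive read as strong as hits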
# Target sequence (P30559 whole entry, looked up): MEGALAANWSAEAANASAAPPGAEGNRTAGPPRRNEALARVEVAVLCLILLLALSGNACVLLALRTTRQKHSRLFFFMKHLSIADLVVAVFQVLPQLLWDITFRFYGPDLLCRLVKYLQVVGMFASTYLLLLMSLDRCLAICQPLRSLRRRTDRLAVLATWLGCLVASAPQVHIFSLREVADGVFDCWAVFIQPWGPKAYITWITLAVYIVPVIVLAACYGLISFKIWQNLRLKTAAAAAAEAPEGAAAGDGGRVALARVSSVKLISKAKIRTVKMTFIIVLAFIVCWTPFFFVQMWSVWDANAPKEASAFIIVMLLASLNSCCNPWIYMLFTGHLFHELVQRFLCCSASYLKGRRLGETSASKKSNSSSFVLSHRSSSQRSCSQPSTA
#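 System: human OTR in CHO cells; Also added: sub-maximal oxytocin, roughly EC15; Timing: compound 6 min at room temperature before oxytocin, 100 s read; Technique: Fluo-8 intracellular calcium fluorescence, ex 470-495, em 515-575 nm; Controls: oxytocin EC15 low and EC100 high; Replication: singlicate.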
# M1 ag parental = nonselective activator or artifact in parental CHO-K1 cells | activation, % at 3 µM | 360,000 tested, 0.48% active | Fluo-8 calcium fluorescence; scaled to maximal ATP response, vehicle zero; in the data active means activation above about 15%;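 further: untransfected CHO-K1 host cells lacking M1 receptor as counterscreen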
# CHO parental Ca = signal in parental CHO cells, OX1R antagonist counter-screen; parental CHO-K1, ATP-induced calcium, Fluo-8 fluorescence; inhibition, % at 5.6 µM; 330,000 tested, 0.63% active; AID 463079;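 active means inhibition above that plate's mean sample inhibition plus 3 SD, cut at about 26% in these data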;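 further: 0% = ATP-challenged DMSO wells and 100% = DMSO wells without ATP; some compounds past the cut are filed as inactive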
#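 Assay system: parental CHO cells; Read-out basis: percent inhibition of ATP-evoked calcium rise, normalized to controls; Benchmarks: ATP and no-ATP DMSO wells; Compound dosing: single nominal dose of 5.6 µM per compound; Signal: Fluo-8 calcium dye fluorescence; Also added: ATP as calcium-mobilizing challenge; Repeats: singlicate.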
# M4 ag = agonists of human muscarinic M4 receptor (CHRM4); activation, % at 3 µM; CHO-K1 hM4/Gqi5, Fluo-8 calcium fluorescence; vehicle 0%, full acetylcholine response 100%; AID 624127; P08173; 360,000 tested, 0.14% active;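 active means activation above the run mean over all test wells plus 3 SD, cut at about 32% in these data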;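 further: peak over basal fluorescence ratio per well then scaled between controls; 0% = DMSO wells and 100% = acetylcholine at EC100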
# Target sequence (P08173 whole entry, looked up): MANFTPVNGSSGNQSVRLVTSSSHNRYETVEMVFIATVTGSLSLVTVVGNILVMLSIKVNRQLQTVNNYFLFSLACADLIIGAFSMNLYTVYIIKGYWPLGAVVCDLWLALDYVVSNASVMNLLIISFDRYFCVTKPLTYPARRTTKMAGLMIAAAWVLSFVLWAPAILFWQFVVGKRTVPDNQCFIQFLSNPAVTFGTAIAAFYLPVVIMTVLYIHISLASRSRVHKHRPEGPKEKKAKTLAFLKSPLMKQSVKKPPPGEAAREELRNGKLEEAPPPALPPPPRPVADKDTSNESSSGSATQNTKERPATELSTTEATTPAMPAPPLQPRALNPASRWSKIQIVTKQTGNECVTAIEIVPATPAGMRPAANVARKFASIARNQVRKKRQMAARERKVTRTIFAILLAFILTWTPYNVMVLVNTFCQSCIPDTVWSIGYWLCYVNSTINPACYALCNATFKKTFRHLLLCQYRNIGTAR
# CHRM1 antagonist = blocks human M1 muscarinic receptor | CHO-K1 hM1, Fluo-8 calcium fluorescence, ACh EC80 antagonist | 360,000 tested, 1.3% active | inhibition, % at 3 µM;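 active means percent inhibition above its own plate's cutoff, namely the mean of that plate's compound wells plus 3 SD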;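 further: peak over basal fluorescence ratio during 140 s after agonist addition; 0% = ACh EC80 plus DMSO and 100% = DMSO alone without agonist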
# M4 antag = blocks acetylcholine activation of human M4 receptor; P08173; CHO-hM4 cells, ACh EC80, Fluo-8 calcium fluorescence; inhibition, % at 3 µM; 360,000 tested, 0.73% active;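 active means inhibition above its plate's cutoff, the mean inhibition of sample wells plus 3 SD, cut at about 27% in these data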;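 further: 0% = acetylcholine EC80 with DMSO and 100% = DMSO without agonist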
# CHRM1 agonist = activates human CHRM1 receptor | CHO-K1 hM1, Fluo-8 calcium fluorescence, agonist mode; 0% DMSO, 100% acetylcholine EC100 | activation, % at 3 µM | 360,000 tested, 0.33% active | P11229;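 active means activation above the run's mean compound activation plus 3 SD, cut at about 16% in these data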;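 further: peak over basal fluorescence ratio within a 140 s kinetic read after compound addition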
# M1 PAM = potentiates human M1 receptor response to acetylcholine. P11229. CHO-K1 hM1, Fluo-8 calcium fluorescence, ACh EC20; 0% = ACh EC20, 100% = maximal ACh. activation, % at 3 µM. 360,000 tested, 0.088% active. AID 588819; in the data active means activation above about 19%, passing the limit was not always enough
# CHO-K1 Ca antag = nonselective inhibitor or artifact in parental CHO-K1 cells; ATP-induced calcium, Fluo-8 fluorescence; inhibition, % at 3 µM; 360,000 tested, 0.6% active; AID 602250;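 active means inhibition above a per-plate cutoff, the plate's mean sample inhibition plus 3 SD, cut at about 24% in these data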;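 further: 0% = DMSO plus EC80 ATP and 100% = DMSO alone without ATP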
# Numbers without * were called inactive; x = not tested or not shown. This is a random part of the collection, and some 2.9% of all compounds hit somewhere here.
SMILES,OXTR potentiator,M1 ag parental,CHO parental Ca,M4 ag,CHRM1 antagonist,M4 antag,CHRM1 agonist,M1 PAM,CHO-K1 Ca antag
Cn1c(SCC(=O)Nc2cccc(F)c2)nc2c(c1=O)SCC2,-10.3,5.8,7.2,4.4,12.9,-0.8,0.3,-3.2,13.9
COCCSc1ccccc1C(=O)Nc1ccccc1C#N,-6.5,0.5,-9.4,1.4,4.2,-0.8,-8.5,1.3,-15.0
Cc1cccc(-n2ncc3c(=O)[nH]c(SCC(=O)NCCC4=CCCCC4)nc32)c1,-2.4,0.5,-5.6,1.2,0.3,-7.8,-1.7,0.5,-6.3
CCCC(=O)N(CCN1CCOCC1)c1nc2c(OC)ccc(C)c2s1,-4.0,1.2,-8.9,0.3,10.6,1.7,-3.5,-4.7,6.4
CCC(C)[C@H](NC(=O)[C@@H]1Cc2ccccc2CN1)C(=O)NCc1ccc(C)cc1 (stereo not given in full),x,1.1,x,0.1,-18.2,-10.6,-4.4,4.1,-20.5
CC(C)Cn1cnc2c1c(=O)n(CC(=O)N(C)C)c(=O)n2Cc1ccccc1,-8.5,0.3,-13.6,0.3,-6.5,-5.3,-2.9,5.3,9.0
O=C1NC[C@@H](Cc2ccc(O)cc2)N(CCc2cccc3ccccc23)C1=O,1.5,-0.2,-15.8,0.2,13.7,-2.2,-1.1,-6.0,-8.5
CN(C)c1nc(N(C)C)nc(N2CC(CCl)OC2=N)n1 (stereo not given),-4.1,-0.4,0.1,-0.6,7.5,3.2,-8.5,-3.5,10.1
O=C(NCc1c(F)cccc1F)c1cc(COc2c(F)cccc2F)on1,-10.5,-0.1,-12.3,0.9,-2.1,8.5,-6.4,10.4,2.3
COc1ccc(-c2noc(CSc3nnc(CCc4ccccc4)n3-c3ccccc3)n2)cc1OC,-11.2,8.0,-11.2,24.8,1.8,-3.1,-6.4,-5.8,-29.5
O=C1CCCCC1(CCc1ccncc1)CCc1ccncc1,x,3.0,x,8.5,-5.5,-0.6,-1.1,-2.8,-11.2
Cc1ccc(-n2cc(-c3ccccc3)c3c(N4CCOCC4)ncnc32)cc1,x,4.2,x,12.1,43.0*,18.3,-2.7,-12.3,6.8
Cc1nnc(SCC(=O)NC(=O)NC2CCCC2)n1N,-2.7,-0.2,-14.9,0.5,1.1,-2.0,-2.6,0.8,20.0
COC(=O)[C@@H](Cc1ccccc1)NC(=O)Cn1cnc2c(SC)nc(N)nc21,-6.0,0.1,-18.5,1.5,-2.7,-13.1,-1.3,0.7,-4.6
CCC1C(c2ccccc2)N(C)C(c2ccccc2)CC1(O)c1ccccc1 (stereo not given),-8.4,0.5,-35.0,-1.1,-3.7,-8.9,-10.1,-10.9,-7.7
Cc1ccc(NC(=O)CN(C)C(=O)CSc2nc3ccccc3c(=O)n2CCO)cc1,x,0.8,x,6.0,-12.2,-11.2,-5.7,3.3,-2.7
CCCCCN(C(=O)NC(=O)Nc1ccccc1C)S(C)(=O)=O,-7.2,2.1,-2.3,3.9,1.3,3.2,-1.1,-1.8,-8.6
CCC(=O)N1CCc2cc(S(=O)(=O)CCC(=O)N3CCc4ccccc4C3)ccc21,-8.6,-0.6,-9.3,1.3,-19.4,-5.8,-3.2,0.9,12.7
CCCC(C)NC(=O)CN1C(=O)NC2(CCc3ccccc32)C1=O (stereo not given),-4.0,2.2,7.4,0.9,-9.1,2.7,-1.1,5.7,-11.8
Cc1nc2cc(-c3cccs3)[nH]n2c(=O)c1C,-1.3,-0.3,2.2,0.5,-10.8,-2.0,-4.3,3.3,-21.6
COc1ccccc1C(C)NCC(=O)NCC(=O)Nc1ccc(F)c(F)c1F (stereo not given),-7.6,0.2,-11.0,1.4,-5.0,-1.3,-13.0,-0.3,15.9
CCOc1ccc(/C=C/c2[nH]c(=O)[nH]c(=O)c2[N+](=O)[O-])cc1,-7.7,0.4,1.0,1.5,-19.7,-9.5,-4.7,11.3,0.9
O=C(CS(=O)(=O)Cc1ccccc1)N1CCN(c2cccc(C(F)(F)F)c2)CC1,-11.0,1.9,-8.3,6.2,14.1,0.5,-2.4,-5.9,5.3
CC(=O)N1CCN(C(=O)CCC(=O)O)CC1,1.8,0.5,-10.9,0.0,-11.1,0.9,-0.5,10.0,-9.1
C=CCn1c(SCC(=O)Nc2cccc(OC)c2)nnc1-c1cccnc1,-1.1,0.2,-13.6,2.9,8.9,-24.2,-0.8,-8.9,17.4
CSc1ccc(CCNS(=O)(=O)c2c(C)[nH]c(C)c2C(=O)N2CCCCC2)cc1,-9.3,0.7,-13.5,1.8,1.1,0.0,0.5,3.2,-0.8
Cc1ccc(F)cc1CNC(=O)C1CCC(=O)N(CCCN2CCCC2=O)C1 (stereo not given),2.1,1.1,-8.2,0.8,-4.1,-4.3,-1.4,6.0,-9.6
Cc1cc(C(=O)N2CCCC(Nc3ccc(F)cc3)C2)c(C)o1 (stereo not given),-3.2,0.9,-0.7,1.2,-16.3,-1.3,-0.4,11.3,-2.7
Cc1ccccc1CNC(=O)CCCn1ncn2c(cc3occc32)c1=O,-20.7,0.3,-15.4,2.3,4.4,1.1,-1.1,1.2,-1.9
O=C(c1ccc2c3c(cccc13)CC2)N1CCN(c2ncccn2)CC1,6.3,2.3,-26.9,3.5,-8.9,-10.2,-1.1,4.7,-12.0
COCCNc1nc(N)c([N+](=O)[O-])c(NC2CCCCC2)n1,-9.7,2.2,-25.2,-0.3,-16.1,10.7,4.2,22.5,-16.9
O=C(CSc1nc(O)cc(=O)n1-c1ccccc1)N1CCCCC1,x,0.1,x,0.4,5.8,2.0,-1.8,-3.2,-3.2
O=C(O)c1cc(Nc2nc(N3CCOCC3)nc(N3CCOCC3)n2)ccc1Cl,2.2,-0.1,2.2,0.6,6.4,-3.6,-3.2,4.5,13.1
Cc1ccc(-n2nnnc2-c2cnc(-c3cccnc3)nc2C(F)(F)F)cc1,-11.1,4.3,-10.8,7.6,9.8,-4.5,0.0,-3.0,-8.1
O=C(NC(=S)N1CCN(c2c(Cl)cccc2[N+](=O)[O-])CC1)c1cccs1,-3.0,0.2,-8.5,2.1,15.2,6.0,-4.9,-4.8,-3.0
COc1ccc(CCNC(=O)CN2C(=O)CSc3ccc(S(=O)(=O)N4CCOCC4)cc32)cc1OC,-2.0,0.2,-22.8,0.1,4.2,6.2,-3.3,-1.7,-22.0
COc1ccccc1C(=O)Oc1cc(N)n(S(=O)(=O)c2ccc(C)cc2)n1,-8.5,2.4,-19.4,2.5,-10.8,-7.8,5.6,1.2,-7.0
CC1CCN(CC(=O)Nc2ccccc2C(=O)NC2CC2)CC1,-2.2,0.4,-10.8,2.5,10.7,4.0,-4.5,-3.2,-13.2
COc1ccccc1NS(=O)(=O)c1cccc(NC(=O)C2CC(=O)N(Cc3ccccc3)C2)c1 (stereo not given),-5.2,0.7,-10.8,5.6,-1.2,-0.6,-2.5,2.8,-2.0
O=C(CSCc1ccccc1)NCCCN1CCOCC1,-5.6,-0.2,-5.6,0.6,8.5,-2.3,-3.1,3.8,-2.9
COc1ccc(/C=N/n2c(N)nc(-c3ccccc3)c2-c2ccccc2)cc1,-2.3,0.4,-31.4,0.9,-5.5,-1.8,-5.7,1.9,-5.1
O=C(c1n[nH]c(=O)c2ccccc12)N1CCN(c2ccc(F)cc2)CC1,-15.6,1.8,3.7,1.6,-1.6,-4.2,-2.9,4.7,-3.1
C#CCOCCOCCOCCNc1nc(N2CCN(C(=O)[C@H]([C@@H](C)CC)n3cc([C@@H](N)CC(C)C)nn3)CC2)nc(N2CCN(C(=O)[C@H](Cc3ccc(O)cc3)n3cc([C@@H](N)C(C)CC)nn3)CC2)n1 (stereo not given in full),-8.3,0.5,-5.1,0.9,-1.1,10.3,-10.5,-0.9,-11.7
Cc1cc(NCc2cccnc2)no1,0.2,0.0,-20.2,0.5,-23.0,-11.9,-2.0,20.8,-9.3
CCOC(=O)c1sc(NC(=O)c2c(OC)cccc2OC)nc1C,-7.9,0.8,-17.1,0.1,-8.8,1.3,-2.5,11.8,-1.0
N#Cc1ccc(CSc2nnc(-c3ccccc3)n2Cc2ccco2)cc1,-7.7,3.0,-10.8,2.6,-2.9,0.2,-5.6,-2.1,-12.2
Cc1cccc(OCc2nnc(SCC(=O)Nc3ncc(C)s3)o2)c1,5.1,0.7,1.0,1.3,5.9,6.3,-0.7,0.8,4.2
Cc1cccc(N2CCN(C(=O)C3CCN(S(=O)(=O)c4cccc5nsnc45)CC3)CC2C)c1 (stereo not given),-18.2,7.8,-0.9,13.9,25.3*,-2.4,4.0,-16.1,0.1
Cc1ccc(C(=O)NC2CCN(S(=O)(=O)c3ccccc3)CC2)cc1,-3.5,0.3,-11.3,0.9,-6.3,-8.5,-2.6,3.1,-9.3
CCOc1ccc(C(=O)CCC(=O)Nc2cc(C)ccn2)cc1,-2.2,2.0,-20.3,1.4,-3.9,8.6,-3.8,4.5,-7.9
CCC(C(=O)NC(C)CCc1ccccc1)n1nc(C)n2c(cc3occc32)c1=O (stereo not given),-3.1,-0.6,-21.9,-3.5,-14.5,-1.8,-5.6,9.7,-4.5
Fc1ccc2cnc(CCO[C@H]3CCCCO3)cc2c1,-0.6,0.2,-10.8,0.0,-1.0,1.1,-1.9,10.1,-7.9
Cc1ccc(N(CC(=O)NC(C)(C)C)C(=O)CS(=O)CC(=O)Nc2ccc3c(c2)OCO3)cc1 (stereo not given),-15.7,0.1,-8.7,0.2,1.0,-2.2,-4.1,2.5,-12.6
COc1ccc(NC(=O)c2ccc(NC3CC(=O)N(c4ccc(C)cc4C)C3=O)cc2)cc1 (stereo not given),-2.8,8.8,9.6,9.1,-26.0,1.7,5.3,3.3,-8.5
CC12CCC(C/C1=N/NC(=O)COc1ccccc1Cl)C2(C)C (stereo not given),-16.4,0.4,-27.5,0.0,7.1,-4.6,-1.6,1.0,-9.1
C=CCNC(=O)C1CCN(C(=O)c2ccc(-c3ccccc3)cc2)CC1,-2.5,0.5,-9.8,0.9,-14.2,9.9,-0.6,12.1,-9.9
Cc1cc(C)nc(/N=C(\N)Nc2cccc(OCc3ccccc3)c2)n1,-10.1,46.5*,40.1*,81.4*,59.0*,68.3*,26.4*,-28.0,21.7
COc1ccc(-c2nc(C#N)c(NCc3ccccc3Cl)o2)cc1OC,3.8,0.5,-22.8,0.3,-1.9,-4.9,-8.6,4.2,-25.9
